# Glyco luc inh: N-linked glycosylation inhibition; hit rate 0.23% among 360,000; D54 ERlucT glycosylation luciferase reporter, 24 h; percent of 100 nM tunicamycin response; reporter increase, % at 12.5 µM;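 active means mean luciferase reporter signal, scaled so untreated is 0 and the glycosylation-blocking control 100, at or above a set limit in every replicate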;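 further: luciferase carries N-glycosylation sites so blocking glycosylation raises the light; 0% = median of neutral control wells and 100% = median of 100 nM tunicamycin wells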
# MC4R antag cAMP: blocks human MC4R cAMP signaling | inhibition, % at 6.5 µM | P32245 | hit rate 0.48% among 360,000 | MC4R-expressing cells, MTII-stimulated cAMP, LANCE TR-FRET;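 active means inhibition above its plate's cutoff, the mean of tested wells on that plate plus 3 SD, cut at about 29% in these data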;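 further: 0% = Melanotan II alone and 100% = Melanotan II plus saturating MCL0020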
#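 Assay system: U2OS-MC4R stable cell line; Also added: Melanotan II; Technique: Eu-cAMP/anti-cAMP TR-FRET, emission 671 nm; Times: 30-min compound, 1-h challenge, 1-h detection, room temperature.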
# m5-HT2A agonist: agonists of mouse serotonin 5-HT2A receptor (HTR2A) | hit rate 0.66% among 360,000 | activation, % at 7.6 µM | P35363 | CHO-K1 mHTR2A beta-arrestin complementation, luminescence; percent of 30 µM serotonin response;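 active means activation above a run cutoff, the mean activation of all tested compounds plus 3 SD, cut at about 14% in these data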;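 further: 0% = plate median of compound wells and 100% = 30 µM serotonin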
# ABCB6 inh MLPCN: blocks the human ABCB6 transporter; Q9NP58; K562-ABCB6 porphyrin accumulation, flow cytometry, 1 h; active compounds read low; fluorescence ratio to DMSO, % at 10 µM; hit rate 0.19% among 360,000; AID 602162;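 active means fluorescence ratio to DMSO below 75%, the collection mean minus 3 SD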;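 further: signal is porphyrin accumulated inside mitochondria; 100% equals median channel fluorescence of DMSO control wells; lower ratio means ABCB6 inhibition with less porphyrin fluorescence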
# Target sequence (Q9NP58 whole entry, looked up): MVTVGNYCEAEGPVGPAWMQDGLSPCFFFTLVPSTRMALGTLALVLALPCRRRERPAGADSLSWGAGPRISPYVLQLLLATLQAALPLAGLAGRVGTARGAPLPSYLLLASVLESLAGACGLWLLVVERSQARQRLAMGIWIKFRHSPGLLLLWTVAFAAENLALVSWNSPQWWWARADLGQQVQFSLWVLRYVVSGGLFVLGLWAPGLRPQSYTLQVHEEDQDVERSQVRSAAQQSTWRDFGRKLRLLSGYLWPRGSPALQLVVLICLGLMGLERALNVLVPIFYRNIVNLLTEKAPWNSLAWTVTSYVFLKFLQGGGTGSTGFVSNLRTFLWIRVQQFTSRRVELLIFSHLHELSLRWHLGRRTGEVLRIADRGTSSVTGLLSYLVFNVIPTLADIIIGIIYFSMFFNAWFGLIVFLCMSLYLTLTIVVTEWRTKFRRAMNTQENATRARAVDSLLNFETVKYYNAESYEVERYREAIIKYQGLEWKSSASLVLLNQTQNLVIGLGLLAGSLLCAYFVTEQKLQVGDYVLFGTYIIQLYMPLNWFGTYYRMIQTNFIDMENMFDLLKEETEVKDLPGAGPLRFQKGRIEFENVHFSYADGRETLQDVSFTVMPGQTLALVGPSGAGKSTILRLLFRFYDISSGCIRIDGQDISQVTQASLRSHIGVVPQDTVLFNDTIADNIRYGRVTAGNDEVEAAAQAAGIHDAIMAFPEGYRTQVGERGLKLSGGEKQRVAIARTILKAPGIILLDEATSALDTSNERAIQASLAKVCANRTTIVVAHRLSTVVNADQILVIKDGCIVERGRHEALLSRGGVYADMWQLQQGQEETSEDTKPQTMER
# Cardio protect: modulators protecting cardiomyocytes from myocardial damage; H9c2 cardiomyocytes, H2O2 injury protection, ATPLite, 2 h; protection from H2O2 cell death, % at 20 µM; hit rate 0.63% among 360,000; AID 588492;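 active means compounds giving at least 50% protection of heart cells from peroxide-induced death in the single-dose screen, raw or plate-pattern-corrected value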;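 further: 0% = DMSO wells with peroxide and 100% = DMSO wells without peroxide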
# MC4R barr agon: human MC4R agonism via beta-arrestin. P32245. U2OS MC4R beta-arrestin complementation, luminescence; percent of melanotan II response, DMSO zero. activation, % at 8.9 µM. hit rate 0.98% among 360,000;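 active means activation above a per-plate cutoff, the mean activation of sample wells on that plate plus 3 SD, cut at about 8% in these data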
# PDI turbidity: inhibitors of human protein disulfide isomerase. P07237. PDI insulin aggregation turbidity, A650, 90 min. inhibition, % at 10 µM. hit rate 0.052% among 350,000. AID 588391;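 active means mean inhibition across replicates of 30% or more, whatever share of single replicates reach that level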;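 further: absorbance from insulin aggregation driven by PDI reduction with DTT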
# CaV13 FRET inh: Disruptors of the CACNA1D IQ motif to Ca2+-dependent inactivation inhibitor domain association, primary screening, Förster resonance energy transfer in intact living …; hit rate 0.098% among 340,000; inhibition, % at 12.3 µM; HEK cells, CFP/YFP FRET ICDI-IQ, plate reader, 10 min; percent FRET-ratio fall versus neutral wells; AID 743397;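 active means mean replicate inhibition of at least 30% and at least 1% of replicates passing that level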;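 further: 0% = median of the neutral control wells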
# Vif imaging: inhibitors of HIV Vif; HEK293T cells, Vif self-association by quenched fluorescence, imaging, 24 h; inhibition, % at 7.49 µM; hit rate 0.35% among 340,000; AID 602346; in the data active means inhibition above about 50%, passing the limit was not always enough; further: some results filed as inactive read as strong as hits
# aDG glyco act: increases alpha dystroglycan glycosylation; AID 624168; activation, % at 10 µM; hit rate 0.22% among 360,000; Pro5-aDG cells, alpha-DG glycosylation AlphaScreen (IIH6); 0% Pro5, 100% B10-LARGE cell signal;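 active means activation of at least 8% versus controls, or a plate z-score of at least 8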;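 further: Pro5 are CHO cells carrying HIG-tagged alpha-DG that lacks glycosylation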
# * = called active by the depositor; x = no result given.
canonical_smiles	Glyco luc inh	MC4R antag cAMP	m5-HT2A agonist	ABCB6 inh MLPCN	Cardio protect	MC4R barr agon	PDI turbidity	CaV13 FRET inh	Vif imaging	aDG glyco act
O=C(COc1ccc(Cl)cc1)NCc1nnc(SCC(=O)N2CCCCC2)o1	1	1	1	97	-10	-2.9	-10	-2	-3	0.3
Cc1ccc(S(=O)(=O)n2cnc3cc([N+](=O)[O-])ccc32)cc1C	0	4	4	93	6	-1.9	-40	-11	3	-0.1
COc1ccc(C2CC(c3ccc(C)cc3)=NN2C(=O)c2ccccc2)cc1 (stereo unspecified)	-3	4	10	97	-11	-1.2	-6	-21	1	0.2
CC(=O)c1ccc(N2CCN(C(=O)c3ccc(C(=O)c4ccccc4)cc3)CC2)cc1	-3	16	-2	93	-9	1.7	-14	-2	8	0.9
CCCSc1nnc(-c2cnn(-c3ccccc3)c2-n2cccc2)n1C	-1	-1	-2	113	8	-1.5	7	0	-3	-0.1
CCc1cc2c(=O)n(CC)c(SC(C)C(=O)Nc3c(C)n(C)n(-c4ccccc4)c3=O)nc2s1 (stereo unspecified)	-1	-6	-2	102	0	-2.2	0	x	-5	0.2
Clc1ccc2nc(CSc3ccccc3)cn2c1	-20	-9	1	97	-5	-0.5	22	-15	-2	0.7
COc1cc(C(=O)N(C)CCOc2ccccc2)ccc1OCC(=O)Nc1cccc(C(F)(F)F)c1	4	3	-7	102	-10	-0.4	11	-3	-1	0.9
CCS(=O)(=O)c1ccc(-c2cccc(NC(=O)COc3ccccc3)c2)nn1	-2	10	2	95	-4	1.0	-7	-4	-2	0.2
CC(C)C[C@@H](CN1CCC[C@H]1CN1C(=O)C(=O)NC[C@@H]1Cc1ccc(O)cc1)N1C[C@H](Cc2ccc(O)cc2)N(CC2CCCCCC2)C(=O)C1=O	x	x	-2	100	x	x	x	-7	x	-0.2
O=C(NCCCCNC(=O)c1c(Cl)cccc1Cl)c1c(Cl)cccc1Cl	0	4	2	91	-3	-0.3	1	-5	2	0.0
Cc1ccccc1COC(=O)CNC(=O)c1sc2ccccc2c1Cl	-2	2	-4	97	-5	-2.0	12	-5	-8	0.0
COc1ccc(-c2ccc(=O)n(Cc3cc(=O)n4ccccc4n3)n2)cc1	-1	0	12	95	0	-1.5	-9	-6	8	-0.2
CCOc1ccc(C(=O)NCC(=O)OCC(=O)N2C(C)CCCC2C)cc1 (stereo unspecified)	0	9	-3	93	2	-0.1	8	-5	11	-0.2
COc1cc(OC)cc(C(=O)NCCCCCCNC(=O)c2cc(OC)cc(OC)c2)c1	2	1	-4	101	2	-0.7	0	-5	2	2.0
COc1ccc(OC)c(CCNC(=O)c2ccc(CS(=O)Cc3ccc(Cl)cc3)o2)c1 (stereo unspecified)	0	2	-1	103	-7	-2.6	1	-3	-7	-0.2
COc1ccc2nc(SCC(=O)Nc3ccc(S(=O)(=O)Nc4onc(C)c4C)cc3)[nH]c2c1	2	1	8	92	6	0.9	-3	0	x	0.1
Cc1nc2cc(-c3cccc(F)c3)nn2c(C)c1CCC(=O)NC(C)CCc1ccco1 (stereo unspecified)	-3	12	-5	98	11	0.9	17	x	-36	0.0
O=S(=O)(Nc1ccc2c(c1)OCO2)c1ccc(Br)s1	0	14	-7	100	-6	-1.1	-8	-5	-9	-0.3
CCOc1ccc(C2CC(c3ccc(CC)cc3)Nc3nc(N)nn32)cc1 (stereo unspecified)	-1	10	-1	99	-7	10*	x	0	-10	0.1
S=C(Nc1ccccc1)Nc1nc2ccccc2n1CCOc1ccc(Br)cc1	-2	4	-5	97	10	0.8	15	-2	-6	-0.2
COc1ccc(/C=C/c2nc(N)nc(-c3ccccc3O)n2)cc1OC	1	18	2	94	12	4.7	3	-18	-22	-1.1
COC(=O)c1sccc1S(=O)(=O)Nc1ccc(Cl)cc1	-1	12	1	100	-4	-0.5	0	-5	-4	0.0
CCCCn1nc(C(=O)N(C)CC(=O)Nc2cccc(F)c2)c2ccccc2c1=O	1	-1	0	97	2	-1.2	3	-1	16	-0.1
O=C(Cc1ccc(Br)c2ccccc12)N/N=C/c1ccccn1	6	2	-5	86	25	-2.4	8	0	-1	6.4
Clc1cccc(/C=N/Nc2ncnc3ccccc23)c1	4	1	1	102	33	-1.4	0	-6	-7	-0.2
C#CCNC(=O)C1=C[C@@H](C2CC2)C[C@@H](OCc2ccc(CO)cc2)O1	1	5	3	91	5	-1.8	-4	-9	4	0.0
O=C(O)/C=C/c1ccc(O)c(O)c1	0	11	-3	105	-4	-2.0	2	-4	-1	0.2
Cc1c(NC(=O)Nc2cccc(Cl)c2)c(=O)n(-c2ccccc2)n1C	-1	4	4	96	5	-0.6	9	-8	-4	-0.1
COc1ccc(N(CC(=O)N2CCCC2)S(C)(=O)=O)cc1	1	4	1	96	8	-1.1	9	7	-1	-0.1
CCN1CCCC1CNCc1ccc(OCc2ccc(Cl)nc2)c(OC)c1 (stereo unspecified)	1	-3	-4	98	9	-0.6	-1	-20	-10	0.0
Cc1cc(NC(=O)CSc2nnc(-c3c[nH]c4ccccc34)n2C)no1	3	23	0	100	4	0.0	x	9	-5	0.0
CC(=O)c1cnc2cc(C)nn2c1C	0	0	4	103	-3	1.0	2	x	6	0.0
Cc1ccc2nc(SC(C)C(=O)NCc3ccco3)[nH]c2c1 (stereo unspecified)	0	4	-4	88	2	-0.3	-5	x	-2	0.2
CC1(C(=O)NS(=O)(=O)c2cccc(Cl)c2)CCN1C(=O)Cc1ccccc1 (stereo unspecified)	1	3	0	101	-2	-0.8	8	-5	2	0.1
Cc1cnccc1CN(C)Cc1cn(C)nc1-c1ccc(Oc2ccccc2)cc1	-8	8	2	95	-9	1.7	5	-3	0	0.9
O=C(NNS(=O)(=O)c1ccccc1)c1ccc(F)cc1	1	2	-1	107	2	0.0	4	-5	-4	-0.2
CCn1c(SCC(=O)NCc2ccc(C)cc2)nnc1-c1ccncc1	0	9	3	101	-1	2.6	2	-7	-8	-0.3
COc1cccc(-c2cccc(NC(=O)C3CCN(Cc4ccc(CO)o4)CC3)c2)c1	0	3	-10	96	4	-2.7	-7	-8	19	0.1
CC(/C=N/NC(=O)c1cc(-c2ccc(Cl)cc2)nc2ccccc12)=C\c1ccco1	3	-8	2	99	7	0.0	1	-4	16	-0.3
Cc1ccc(Nc2nc(N)nc(CC#N)n2)cc1	-2	4	-4	96	2	-1.7	-9	-7	-3	-0.1
CCOC(=O)c1c(N2C(=O)CC(Sc3ccccc3C(=O)O)C2=O)sc2c1CCCC2 (stereo unspecified)	1	0	-3	104	12	-2.8	14	-8	6	0.1
O=C(NC1(O)C(=O)c2ccccc2C1=O)c1ccc(C(F)(F)F)cc1	0	-3	-2	94	4	-1.2	-6	-19	3	0.0
COC(=O)CCCC(=O)N1CCCC(CNS(=O)(=O)c2ccc(OC)cc2)C1 (stereo unspecified)	1	8	1	101	7	-2.2	-3	5	4	0.1
CC(C)(C)c1ccc(C(=O)OCCNC(=O)c2c(Cl)nc3ccccn23)cc1	0	-4	4	95	-18	0.2	24	-5	5	-0.1
Cc1ccc(NC(=O)C2CCCN(S(=O)(=O)c3ccc4[nH]c(=O)ccc4c3)C2)cc1C (stereo unspecified)	-2	6	-1	100	2	-1.6	x	-2	-9	-0.1
CC1CCc2c(sc3ncn(CC(=O)N=Nc4c(O)[nH]c5ccccc45)c(=O)c23)C1 (stereo unspecified)	4	-4	2	100	17	2.5	-2	-6	1	-0.1
O=C(NN1C(=O)CSC1=S)c1cccnc1	0	6	3	95	-9	2.8	12	-4	-1	0.1
COC(=O)[C@]1(Cc2ccccc2)N[C@H](CN(C)C(=O)Nc2ccc(F)cc2)[C@@H]2C(=O)N(Cc3ccccc3)C(=O)[C@@H]21	-4	9	1	93	42	-1.5	-7	-6	x	0.0
CS(=O)(=O)c1ccc(NC(=O)C2CCCN(C(=O)c3ccc(Cl)cc3)C2)cc1 (stereo unspecified)	1	5	3	92	6	0.3	-6	-5	-8	-0.3

# (further entries)
canonical_smiles	Glyco luc inh	MC4R antag cAMP	m5-HT2A agonist	ABCB6 inh MLPCN	Cardio protect	MC4R barr agon	PDI turbidity	CaV13 FRET inh	Vif imaging	aDG glyco act
Cc1ccc(S(=O)(=O)N2[C@@H](c3cccc(Cl)c3)C(C(=O)O)=CC[C@H]2c2cccc(Cl)c2)cc1	0	6	5	98	4	-2.5	-3	-8	-4	0.6
COc1ccc(N(Cc2cc(=O)[nH]c3ccccc23)C(=O)C(C)C)cc1	-2	-9	4	95	0	-1.7	0	-5	4	0.0
O=C(c1ccccc1Cl)N1CCC(N2CCC(C(=O)N3CCCC3)CC2)CC1	3	-2	-2	89	0	1.1	0	-14	-3	2.7
Nc1nc(SCC(=O)c2c(N)n(C3CC3)c(=O)[nH]c2=O)n[nH]1	2	10	10	98	0	-2.0	-7	-4	x	0.2
Nc1cc2c(cc1Br)-c1ccc(F)cc1C2=O	-1	-5	-3	101	-4	0.9	4	-6	-7	-0.2
CCCCCN(C(=O)CCC(=O)OCCOc1cccc(C)c1)c1c(N)n(CCCC)c(=O)[nH]c1=O	0	-2	10	97	-2	0.3	-3	-5	7	0.1
CN(C)CCCN(C(=O)c1ccc(C(=O)c2ccccc2)cc1)c1nc2cc3c(cc2s1)OCO3	-16	2	-11	94	-13	-1.0	-3	-3	-9	0.4
COc1ccccc1/C=C/C(=O)OCC(=O)Nc1nnc(-c2ccccc2)o1	1	7	-7	102	16	-3.9	-1	-6	-2	0.0
CC(NC(=O)C1CCCN(S(=O)(=O)N2CCOCC2)C1)c1ccccc1 (stereo unspecified)	1	7	-1	111	-1	-3.6	8	-2	5	-0.1
Cc1ccc(Nc2nc(N)c([N+](=O)[O-])c(N3CCCC(C)C3)n2)cc1C (stereo unspecified)	-7	13	-4	85	-12	1.5	0	-7	-1	-0.3
CC(C)Cn1cnc2c(c1=N)C(c1ccccc1)C1=C(CC(C)(C)CC1=O)O2 (stereo unspecified)	1	-2	-4	95	0	-0.9	6	-4	-3	-0.1
CCOC(=O)c1ccc(Oc2nc(SC)nc(N(C)C)n2)cc1	0	-4	7	95	-12	3.6	-7	x	7	0.2
Cc1nn(Cc2c(F)c(F)c(F)c(F)c2F)c(C)c1NC(=O)c1cccc(COc2ccccc2Cl)c1	-3	9	0	99	-10	17*	5	-9	14	0.6
COCCNC(=O)c1ccc(C2SCC(=O)N2Cc2ccco2)cc1 (stereo unspecified)	1	9	-1	96	4	0.5	8	-1	-11	-0.2
Cc1cccn2c(=O)c(/C=C(\C#N)C(=O)NC3CCS(=O)(=O)C3)c(N3CC(C)OC(C)C3)nc12 (stereo unspecified)	-1	7	8	95	-1	-1.9	6	3	-18	-0.1
CCN(CC)S(=O)(=O)c1ccc(N2CCOCC2)c(NC(=O)CNCCc2ccccc2)c1	-2	-4	0	101	10	1.6	-2	-2	-16	0.1

# Source: PubChem BioAssay
